Screening results: PubChem, Johns Hopkins Ion Channel Center
TMEM16A inh = inhibitors of mouse TMEM16A calcium-activated chloride channel; 1.2% of 310,000 active; HEK293 TMEM16A/YFP iodide influx fluorescence, ionomycin; Q8BHY3; normalized B-score (activity score, 25-100; higher = stronger inhibition) at 10 µM;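 active means ratio plate-corrected score three or more library SD toward inhibition, starting fluorescence score within five deviations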;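 further: score derived from kinetic fluorescence span divided by baseline fluorescence per well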
Target sequence (Q8BHY3 whole entry, looked up): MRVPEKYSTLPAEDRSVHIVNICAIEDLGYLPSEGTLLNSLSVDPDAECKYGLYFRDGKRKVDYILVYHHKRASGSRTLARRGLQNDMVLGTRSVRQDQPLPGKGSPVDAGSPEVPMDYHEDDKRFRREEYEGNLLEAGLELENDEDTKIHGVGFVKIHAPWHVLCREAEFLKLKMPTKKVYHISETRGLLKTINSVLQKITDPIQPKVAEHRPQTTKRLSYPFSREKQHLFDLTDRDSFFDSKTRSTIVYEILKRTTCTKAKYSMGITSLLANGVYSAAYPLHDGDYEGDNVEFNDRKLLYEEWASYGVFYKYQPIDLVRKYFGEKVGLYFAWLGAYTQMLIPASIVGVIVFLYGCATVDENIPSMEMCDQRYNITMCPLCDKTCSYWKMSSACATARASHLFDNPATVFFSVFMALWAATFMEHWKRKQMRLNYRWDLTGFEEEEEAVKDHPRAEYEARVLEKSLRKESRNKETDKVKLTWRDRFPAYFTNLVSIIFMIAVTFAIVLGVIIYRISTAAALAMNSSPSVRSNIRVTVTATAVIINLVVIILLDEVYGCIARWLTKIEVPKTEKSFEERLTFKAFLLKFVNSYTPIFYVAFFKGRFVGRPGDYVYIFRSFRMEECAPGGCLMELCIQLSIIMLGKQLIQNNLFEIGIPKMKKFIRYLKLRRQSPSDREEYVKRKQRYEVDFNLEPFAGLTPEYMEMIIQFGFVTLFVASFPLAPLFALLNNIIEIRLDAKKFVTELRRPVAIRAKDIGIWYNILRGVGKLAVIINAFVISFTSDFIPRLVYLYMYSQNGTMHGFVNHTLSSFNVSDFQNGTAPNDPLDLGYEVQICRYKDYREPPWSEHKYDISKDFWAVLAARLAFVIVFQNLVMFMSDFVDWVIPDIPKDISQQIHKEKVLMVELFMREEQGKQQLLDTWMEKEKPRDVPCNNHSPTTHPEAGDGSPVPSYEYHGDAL
MrgX1 agonist = activates human MrgX1 receptor signaling; 0.44% of 310,000 active; Q96LB2; B-score at 10 µM; MrgX1-HEK293 cells, Fluo-4 calcium fluorescence, agonist mode; hits give high values;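 active means calcium response B-score plate-corrected fluorescence ratio at least 3 library SD, with starting fluorescence B-score inside 5 SD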
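Material: MrgX1-expressing HEK293 cells; input: 15,000 cells per well; doses: test compound given as first of three sequential additions; schedule: overnight plating before 1 h dye loading; technique: Fluo-4 NW calcium-flux fluorescence, kinetic read; evaluation: baseline-normalised fluorescence change ratio, B-scored; control set: plate-wise positive and negative controls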
MrgX1 antag = blocks BAM8-22 activation of human MrgX1 receptor; Q96LB2; MRGX1-HEK293 calcium flux, Fluo-4, BAM8-22 antagonism; hits give low values; 1.3% of 310,000 active; B-score at 10 µM;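 active means calcium-response B-score plate-corrected more than 3 library SD below zero, starting fluorescence within 5 deviations, no agonist response on first addition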;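 further: peak minus trough fluorescence over baseline after final BAM8-22 challenge near maximal dose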
MrgX1 PAM = human MrgX1 positive allosteric modulation, primary screen; MrgX1-HEK293, Fluo-4 calcium flux, FDSS; hits give high values; B-score at 10 µM; 0.63% of 310,000 active;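 active means plate-corrected calcium response at least 3 library SD above typical, normal starting fluorescence, not activating the receptor alone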;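 further: compound read alongside a low EC10 to EC30 dose of BAM8-22 agonist; peak minus trough fluorescence over baseline measured at the second addition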
ANO1 activ = activates or potentiates the mouse TMEM16A chloride channel | AID 623877 | 0.3% of 340,000 active | B-score at 10 µM | HEK293 TMEM16A/YFP-H148Q/I152L, iodide quench fluorescence; hits give low values;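 active means fluorescence-ratio B-score plate-corrected deviation score at least 3 library SD below zero, with starting fluorescence score within 5 deviations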;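 further: channel opened by trigger with iodide after compound preincubation; score built on the fluorescence ratio of max minus min over baseline; more negative score means more quench and so TMEM16A activation or potentiation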
* = called active by the depositor; i = inactive; x = not tested or not shown.

| nr | structure | TMEM16A inh | MrgX1 agonist | MrgX1 antag |
| --- | --- | --- | --- | --- |
| 1 | COC(=O)C1=C(c2ccc(C(C)=O)cc2)C[C@@H]2CC[C@H]1N2C(=O)NCC1CC1 | x | x | x |
| 2 | COc1cc2c(ccc3c4cc(OC)c(OC)cc4c[n+](C)c23)cc1O | x | x | x |
| 3 | COC(=O)C1=C(c2ccccc2OCc2ccccc2)C[C@@H]2CC[C@H]1N2C(=O)NCCOc1ccc(OC)cc1 | x | x | x |
| 4 | CCN(CC)C(=O)c1ccc(NC(=O)c2ccc(N3CCCC3=O)cc2)cc1 | x | x | x |
| 5 | CCOC(=O)[C@@H]1[C@H]2COc3ccc(Br)cc3[C@H]2N2C(=O)N(c3cccc(C)c3)C(=O)[C@]12C | x | x | x |
| 6 | CC(C)(O)C(=O)Nc1ccc([N+](=O)[O-])c(C(F)(F)F)c1 | x | x | x |
| 7 | Oc1cc(Cl)c(Cl)c(Cl)c1 | x | x | x |
| 8 | C=C1[C@H]2CC[C@H]3[C@]4(C)C[C@H](O[C@@H]5OC(CO)[C@@H](OSOOO)[C@H](OS(=O)(=O)O)[C@H]5OC(=O)CC(C)C)C[C@@H](C(=O)O)[C@H]4CC[C@]3(C2)[C@H]1O (stereo not given in full) | x | x | x |
| 9 | CC(C)[C@]12CC(=O)[C@H](C)[C@H]1C2 | x | x | x |
| 10 | CC(CC(C#N)(c1ccccc1)c1ccccc1)N1CCCCC1 (stereo not given) | x | x | x |

| nr | MrgX1 PAM | ANO1 activ |
| --- | --- | --- |
| 1 | x | i |
| 2 | x | i |
| 3 | x | i |
| 4 | x | i |
| 5 | x | i |
| 6 | x | i |
| 7 | x | i |
| 8 | x | i |
| 9 | x | i |
| 10 | x | i |

Other compounds
| nr | structure | TMEM16A inh | MrgX1 agonist | MrgX1 antag |
| --- | --- | --- | --- | --- |
| 11 | COCCNC(=O)N1[C@H]2CC[C@@H]1C(C(=O)OC)=C(c1ccc(OC)c(OC)c1)C2 | x | x | x |
| 12 | COC(=O)C1=C(c2ccc3ccccc3c2)C[C@@H]2CC[C@H]1N2C(=O)N1CCOCC1 | x | x | x |
| 13 | COC(=O)C1=C(c2ccc3ccccc3c2)C[C@@H]2CC[C@H]1N2C(=O)NCc1ccc(C(F)(F)F)cc1 | x | x | x |
| 14 | C=CCN1CC[C@]23c4c5ccc(O)c4OC2C(O)CC[C@@]3(O)[C@H]1C5 (stereo not given in full) | x | x | x |
| 15 | COC(=O)C1=C(c2ccc(C(C)=O)cc2)C[C@@H]2CC[C@H]1N2C(=O)NC(C)C | x | x | x |
| 16 | COC(=O)C1=C(c2c(C)noc2C)C[C@@H]2CC[C@H]1N2C(=O)NC1CC1 | x | x | x |
| 17 | COC(=O)C1=C(c2ccc(F)cc2F)C[C@@H]2CC[C@H]1N2C(=O)NCc1ccco1 | x | x | x |
| 18 | COC(=O)C1=C(c2ccc(-c3ccccc3)c(F)c2)C[C@@H]2CC[C@H]1N2C(=O)NC(C)C | x | x | x |
| 19 | NC(Cc1cc(O)c(O)cc1O)C(=O)O (stereo not given) | i | i | i |
| 20 | Cc1cccc(N2C(=O)NC(=O)/C(=C/c3ccc([N+](=O)[O-])o3)C2=O)c1 | i | i | i |
| 21 | c1ccc(-c2[nH]c[n+](CC3CO3)c2-c2ccccc2)cc1 (stereo not given) | i | i | i |
| 22 | CCC1C=CC=CC[C@H](C)[C@@H](O)[C@](C)(O)C(=O)[C@@H](C)[C@H](O)[C@@H](C)C(=O)[C@H](C)[C@@H](O)[C@H](C)C=CC(=O)OC2[C@@H](C)C(CC1)OC1(CC[C@@H](C)C(C[C@H](C)O)O1)[C@@H]2C (stereo not given in full) | 25* | i | -4.8* |

| nr | MrgX1 PAM | ANO1 activ |
| --- | --- | --- |
| 11 | x | i |
| 12 | x | i |
| 13 | x | i |
| 14 | x | i |
| 15 | x | i |
| 16 | x | i |
| 17 | x | i |
| 18 | x | i |
| 19 | i | x |
| 20 | i | x |
| 21 | i | x |
| 22 | i | x |

Among those listed so far, 10 have a carbonyl joined to an NH by a bond outside any ring.
| nr | structure | TMEM16A inh | MrgX1 agonist | MrgX1 antag |
| --- | --- | --- | --- | --- |
| 1 | COC(=O)C1=C(c2ccc(C(C)=O)cc2)C[C@@H]2CC[C@H]1N2C(=O)NCC1CC1 | x | x | x |
| 3 | COC(=O)C1=C(c2ccccc2OCc2ccccc2)C[C@@H]2CC[C@H]1N2C(=O)NCCOc1ccc(OC)cc1 | x | x | x |
| 4 | CCN(CC)C(=O)c1ccc(NC(=O)c2ccc(N3CCCC3=O)cc2)cc1 | x | x | x |
| 6 | CC(C)(O)C(=O)Nc1ccc([N+](=O)[O-])c(C(F)(F)F)c1 | x | x | x |
| 11 | COCCNC(=O)N1[C@H]2CC[C@@H]1C(C(=O)OC)=C(c1ccc(OC)c(OC)c1)C2 | x | x | x |
| 13 | COC(=O)C1=C(c2ccc3ccccc3c2)C[C@@H]2CC[C@H]1N2C(=O)NCc1ccc(C(F)(F)F)cc1 | x | x | x |
| 15 | COC(=O)C1=C(c2ccc(C(C)=O)cc2)C[C@@H]2CC[C@H]1N2C(=O)NC(C)C | x | x | x |
| 16 | COC(=O)C1=C(c2c(C)noc2C)C[C@@H]2CC[C@H]1N2C(=O)NC1CC1 | x | x | x |
| 17 | COC(=O)C1=C(c2ccc(F)cc2F)C[C@@H]2CC[C@H]1N2C(=O)NCc1ccco1 | x | x | x |
| 18 | COC(=O)C1=C(c2ccc(-c3ccccc3)c(F)c2)C[C@@H]2CC[C@H]1N2C(=O)NC(C)C | x | x | x |

| nr | MrgX1 PAM | ANO1 activ |
| --- | --- | --- |
| 1 | x | i |
| 3 | x | i |
| 4 | x | i |
| 6 | x | i |
| 11 | x | i |
| 13 | x | i |
| 15 | x | i |
| 16 | x | i |
| 17 | x | i |
| 18 | x | i |

Pulled one by one from the entries so far (two):
| nr | structure | TMEM16A inh | MrgX1 agonist | MrgX1 antag |
| --- | --- | --- | --- | --- |
| 13 | COC(=O)C1=C(c2ccc3ccccc3c2)C[C@@H]2CC[C@H]1N2C(=O)NCc1ccc(C(F)(F)F)cc1 | x | x | x |
| 20 | Cc1cccc(N2C(=O)NC(=O)/C(=C/c3ccc([N+](=O)[O-])o3)C2=O)c1 | i | i | i |

| nr | MrgX1 PAM | ANO1 activ |
| --- | --- | --- |
| 13 | x | i |
| 20 | i | x |

Some of the compounds tested; rates above refer to the full screens.
